# TSG101-PTAP inh: blocks PTAP/TSG101 interaction to inhibit HIV-1 budding | Fluorescence polarization, FITC-PTAP peptide / Tsg101 binding | Potency, µM (titrated, usually from 115 µM), inactives show at the highest dose activity change, negative = inhibition, hits mostly inhibitors | 340,000 tested, under 10 active | AID 493005; active = well fitted inhibition curve with a large enough effect in the main read-out, with a control signal flat, not every such curve was filed as active; inconclusive = small, poorly fitted or top-dose-only effect, or effect the other way, or a change in a side signal; inactive = no such curve, though single readings can be large or run the other way; also: potency is read from the fitted curve at half-maximal effect; % of control where 0% means no effect
#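 Compounds were pin-transferred onto Tsg101 binding domain (10 uM final) in HEPES pH 7.5 buffer, then FITC-PTAP peptide was added at 50 nM final. After 20 min at RT, polarization reported peptide displacement across a qHTS concentration series.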
# GALK inhibitor: blocks human galactokinase activity; P51570; Purified GALK, Kinase-Glo residual ATP luminescence; Potency, µM (doses to about 57.5 µM), for inactives: at the highest dose activity change, negative = inhibition, actives largely listed as inhibitors; 270,000 compounds, 0.007% hits; AID 1868; also: potency is read from the fitted curve at half-maximal effect; % is scaled to controls: 0 for no effect and ±100 for the full control effect
# Target sequence (P51570 whole entry, looked up): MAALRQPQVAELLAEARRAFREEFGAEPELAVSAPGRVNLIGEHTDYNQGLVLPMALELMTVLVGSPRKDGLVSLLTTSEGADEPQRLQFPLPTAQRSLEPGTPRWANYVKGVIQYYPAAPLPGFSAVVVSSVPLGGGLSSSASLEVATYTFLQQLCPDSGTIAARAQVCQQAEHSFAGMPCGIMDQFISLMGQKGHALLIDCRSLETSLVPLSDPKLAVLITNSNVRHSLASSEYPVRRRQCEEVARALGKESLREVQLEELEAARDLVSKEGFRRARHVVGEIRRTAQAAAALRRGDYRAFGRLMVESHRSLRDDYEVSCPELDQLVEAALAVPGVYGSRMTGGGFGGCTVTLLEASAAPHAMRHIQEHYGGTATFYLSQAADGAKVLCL
#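 ATP-depletion format; final 35 uM ATP, 100 uM D-galactose, 5 nM enzyme; pH 8.0 HEPES/Mg2+ buffer; 60 min RT; luminescence read 10 min after detection reagent.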
# BCR signal inh: blocks chronic active B-cell receptor signaling; ABC-DLBCL IkBa-CBG/CBR reporter, luminescence ratio, 4 h; Potency, µM (highest dose often 46.1 µM), inactives show at the highest dose ratio change, negative = lower green/red ratio, usual class: inhibitors; 340,000 compounds, 0.05% hits; AID 493014; active = well fitted inhibition curve with a large enough effect in the signal ratio, with a control signal flat, not every such curve was filed as active; inconclusive = small, poorly fitted or top-dose-only effect, or effect the other way, or a change in a side signal; the % refers to the signal ratio;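 also: potency is read from the fitted curve at half-maximal effect; plate controls were basal doxycycline-induced cells for no effect and cells given 10 µM MG132 for full effect; MG132 reads +100%, hits lower the ratio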
#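 Compounds up to 46 uM were incubated four hours with TMD8 cells whose green CBG68 luciferase is fused to IkappaBalpha; red CBR luminescence normalised the signal, and concentration-effect curves were fitted to fusion, red and ratio data.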
# Tb PFK block: blocks T. brucei phosphofructokinase. O15648. T. brucei PFK, ADP-Glo luminescence. Potency, µM (titrated, usually from 57.5 µM), without a hit: at the top dose activity, negative = inhibition, most hits filed as inhibitors. 330,000 compounds, 0.17% hits. AID 485367;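 also: potency is read from the fitted curve at half-maximal effect; 0% = uninhibited 1x PFK enzyme wells and -100% = no-enzyme wells; nearly all actives have a fitted effect of over 60% in size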
# Target sequence (O15648 whole entry, looked up): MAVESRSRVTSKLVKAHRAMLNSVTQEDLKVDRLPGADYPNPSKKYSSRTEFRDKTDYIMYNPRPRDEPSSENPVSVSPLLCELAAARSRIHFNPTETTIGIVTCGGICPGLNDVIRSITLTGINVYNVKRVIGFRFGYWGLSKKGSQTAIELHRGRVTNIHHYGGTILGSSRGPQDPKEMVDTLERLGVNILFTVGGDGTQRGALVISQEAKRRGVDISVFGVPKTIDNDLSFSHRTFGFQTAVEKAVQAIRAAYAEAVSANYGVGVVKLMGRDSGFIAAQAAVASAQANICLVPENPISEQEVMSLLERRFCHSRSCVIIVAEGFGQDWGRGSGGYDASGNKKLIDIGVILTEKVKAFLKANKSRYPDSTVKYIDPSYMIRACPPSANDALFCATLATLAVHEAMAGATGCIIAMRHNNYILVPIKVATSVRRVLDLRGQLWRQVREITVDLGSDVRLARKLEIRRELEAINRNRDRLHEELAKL
#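 In TEA buffer at pH 8.0 with 5 mM MgCl2, enzyme (1.25 nM) converted F6P (0.5 mM) and ATP (0.1 mM) for 45 min at room temperature. ADP product was read by luciferase luminescence.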
# PKM2 activator: activators of human pyruvate kinase M2 | P14618 | purified PKM2, Kinase-Glo ATP luminescence, activation; response scale: 0% is enzyme alone, no compound | Potency, µM (series often up to 57.5 µM), inactives show at the highest dose activation, usual class: activators | 260,000 compounds, 0.34% hits | AID 1631; also: potency is read from the fitted curve at half-maximal effect; % is scaled to controls: 0 for no effect and ±100 for the full control effect; nearly all actives have a fitted effect of over 55% in size
#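 Kinase-Glo luminescence reports ATP generated from ADP (0.1 mM) and PEP (0.5 mM) by purified hPK-M2 after 1 h at room temperature, pH 7.2 imidazole buffer; intermediate enzyme activity allows detecting inhibitors and activators.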
# Integrin act MD: activators of alpha7 integrin expression for muscular dystrophy | alpha7betagal myoblasts, beta-gal FDG fluorescence, 48 h | AID 624291 | 350,000 compounds, 0.064% hits | Potency, µM (doses to about 38.3 µM), without a hit: top-dose activation, actives largely listed as activators;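 also: potency is read from the fitted curve at half-maximal effect; 100% = response of the positive control SU9516; nearly all actives have a fitted effect of over 60% in size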
#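 alpha7betagal+/- myoblasts (passage 13, 250/well) treated 48 h at 37C with compounds at 1:260 dilution of DMSO stock. Lysed, then beta-galactosidase activity read as FDG fluorescence (ex 480/em 540) after 30 min, with pre-read for autofluorescence.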
# Menin-MLL TR inh: inhibitors of human menin-MLL interaction, mutant MLL peptide | O00255 | Menin + Texas Red MLL mutant peptide, fluorescence polarization | Potency, µM (series often up to 61.6 µM), without a hit: at the highest dose FP activity change, negative = inhibition, hits mostly inhibitors | 270,000 compounds, 0.23% hits | AID 1768; active = well fitted inhibition curve with a large enough effect in the polarisation, with a control signal flat, not every such curve was filed as active; inconclusive = small, poorly fitted or top-dose-only effect, or effect the other way, or a change in a side signal; inactive = no such curve, though single readings can be large or run the other way; the % refers to the polarisation; also: potency is read from the fitted curve at half-maximal effect; % of control where 0% means no effect; many of its hits are not listed in these tables
# S-ASM inh: human S-ASM enzyme inhibition; Potency, µM (highest dose often 57.5 µM), inactives show top-dose activity change, negative = inhibition, usual class: inhibitors; placental ASM, HMU-PC fluorogenic substrate, 60 min; P17405; 340,000 compounds, 0.006% hits; AID 504937; also: potency is read from the fitted curve at half-maximal effect
#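 Fluorogenic HMU-PC substrate (9 uM final) is turned over by placental ASM in 60 min at 37 C after a 10 min compound preincubation. Reaction ended by alkaline stop (pH 10), with fluorescence read at 386/447 nm.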
# Giardia kill: kills Giardia lamblia; AID 540267; Giardia lamblia trophozoite viability; 340,000 compounds, 0.15% hits; activity change, % at 7.66 µM, hits read low; in the data active = activity change below about -80%; inconclusive = between about -30% and that limit;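 also: parasites exposed to compound for two days anaerobically before the ATP read; % is scaled to controls: 0 for no effect and ±100 for the full control effect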
#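 ATP-content bioluminescence gauges trophozoite survival. Cells (100/well) receive compound and incubate anaerobically for 48 hrs at 37 deg C; detection reagent follows for 15-30 min at room temperature.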
# B2AR arrestin: beta2AR (human) beta-arrestin recruitment activity | P07550 | beta-arrestin recruitment to beta2AR, cell-based reporter | Potency, µM (titrated, usually from 46.1 µM), without a hit: top-dose activation, hits mostly activators | 330,000 compounds, 0.02% hits;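 also: potency is read from the fitted curve at half-maximal effect; 0% = DMSO controls and full agonism = EC100 isoproterenol or metaproterenol; nearly all actives have a fitted effect of over 65% in size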
# Coupling enz: inhibits coupling enzyme system, counter-screen for aldolase hits; coupling enzyme system counterscreen, AmpLite Red fluorescence; activity change, negative = inhibition, % at 58.2 µM, hits read low; 290,000 compounds, 0.67% hits; AID 2472; in the data active = activity change below about -30%; also: % is scaled to controls: 0 for no effect and ±100 for the full control effect
#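 Compounds tested against the coupling enzymes alone at 57.5 uM final; readout was AmpLite Red fluorescence (525/598 nm) after 20 min at RT.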
# An asterisk follows results filed as active; ? = inconclusive; · = not tested or not shown; [ ] = another dose, or the depositor's remark. Unless noted, calls follow the shape of the dose curve; as a rule, active = well fitted curve in the direction sought with a large enough effect; inconclusive = small, poorly fitted or top-dose-only effect, or another doubt; inactive = no such curve, though single readings can be large; an effect the other way counts as inactive or inconclusive. An excerpt; count on the stated rates, not on these rows.
no.	Molecule	TSG101-PTAP inh	GALK inhibitor	BCR signal inh	Tb PFK block	PKM2 activator	Integrin act MD	Menin-MLL TR inh	S-ASM inh	Giardia kill	B2AR arrestin	Coupling enz
1	CCCC(=O)Nc1nn(CC(C)C)c2nc3cc(C)ccc3cc12	0%	3%	2%	-1%	·	15%	29%	310%[activator]	12	0.2%	-1
2	COc1ccc(-c2c(C)nn(-c3ccccc3)c2N)cc1OC	-7%	-5%	?	-2%	-14%	?	11%	7%	10	-0.5%	-2
3	CC(NCc1cccs1)C(=O)Nc1cc(Cl)cc(Cl)c1 (stereo not drawn)	-2%	1%	2%	-1%	2%	7%	-1%	0%	11	-0.9%	0
4	Brc1cc2c(cc1CSc1ncccn1)OCO2	0%	9%	-8%	-1%	5%	-10%	-8%	-3%	3	0.3%	4
5	Nc1nc(Nc2ccc(Cl)cc2Cl)nc(C(F)(F)F)n1	-3%	-2%	?	5%	0%	14%	-8%	-1%	9	0.1%	-1
6	Cn1cc(C(=O)Nc2ccc(F)c(Cl)c2)cn1	-3%	1%	?	-11%	-6%	9%	2%	0%	-4	-0.5%	-14
7	CCOC(=O)c1sc(=NC(=O)c2c(F)cccc2F)n(C)c1C	-4%	-11%	3%	4%	·	-32%	1%	1%	-5	0.4%	0
8	CC(=O)c1cccc(CN2CCCC(CCC(=O)NCc3ccccc3F)C2)c1 (stereo not drawn)	0%	2%	-12%	-2%	12%	-14%	-11%	-4%	-23	-0.8%	1
9	CS(=O)(=O)c1ccc(C(=O)NNC(=O)c2cc(-c3ccccc3)n[nH]2)cc1	2%	·	3%	-2%	·	9%	·	-3%	-2	-0.4%	·
10	CN1CCN(C(=O)C2=C[C@H](c3coc4ccccc4c3=O)C[C@H](OCCCCO)O2)CC1	·	5%	?	-3%	-3%	11%	-2%	-3%	-4	-0.3%	1
11	Cc1cc(N(C)Cc2ccccc2)nc2cc(O)ccc12	0%	-3%	?	-10%	·	-50%	-23%	·	5	0.7%	0
12	NS(=O)(=O)c1ccc(CCNc2nc(CN3CCOCC3)nc3sc4c(c23)CCC4)cc1	-1%	0%	-2%	-1%	-1%	15%	-6%	6%	4	-0.6%	4
13	CCCCCn1c2nc3ccccc3nc2c2c(=O)n(CC3CCCO3)c(C)nc21 (stereo not drawn)	·	1%	-3%	0%	-5%	·	6%	·	·	-1.0%	2
14	CN(C)S(=O)(=O)c1ccc(N2CCCC2)c(C(=O)NNC(=O)c2ccc(Br)cc2)c1	-8%	·	-19%	-4%	·	2%	·	0%	8	-0.3%	·
15	COc1ccc(Cl)cc1C(=O)NCCN(C)C	-6%	0%	-2%	1%	2%	24%	-1%	-2%	-23	-0.4%	0
16	COCCNC(=O)c1cc2c(=O)n(C)c3ccccc3c2n1C	-3%	2%	-10%	0%	-1%	0%	1%	-1%	-2	-0.6%	-1
17	C[C@@H](NC(=O)[C@@H]1Cc2ccccc2CN1)C(=O)NC1CCCC1	-1%	-3%	2%	0%	·	2%	·	-1%	10	-1.1%	·
18	CCCN(C(=O)CSc1nnc(-c2ccoc2C)n1N)C1CCS(=O)(=O)C1 (stereo not drawn)	-1%	1%	4%	-12%	-2%	16%	1%	3%	-17	-0.6%	0
19	O=C(NCc1cccc(Cl)c1)NCc1cccc(Cl)c1	-2%	-1%	?	-17%	-6%	9%	12%	2%	-3	-0.2%	-1
20	COc1ccccc1CNC(=O)COC(=O)CSc1ccc(Cl)cc1	-1%	·	-13%	-1%	·	1%	·	5%	24	-0.1%	·
21	CC(C)(C)n1ncc(Oc2ccccc2[N+](=O)[O-])c(Cl)c1=O	0%	0%	-4%	-1%	-9%	-25%	6%	1%	-1	-0.2%	6
22	O=C(CN(C(=O)CNC(=O)c1ccco1)c1ccc2c(c1)OCO2)NC1CCCCC1	-12%	5%	-1%	3%	32%	5%	2%	3%	14	0.2%	7
23	COc1ccc(C(=O)NCc2cccnc2)cc1Br	-4%	0%	18%	-6%	-10%	-6%	-4%	1%	3	-0.2%	3
24	CCC(O)c1cc2c(cc1NC(=O)c1ccc(C)cc1)OCCO2 (stereo not drawn)	-5%	1%	2%	?	-2%	11%	7%	1%	3	-0.5%	-2
25	CCN1C(=O)c2ccc(C(=O)Nc3nccs3)cc2C1=O	2%	0%	27%	0%	-9%	-9%	33%[activator]	-1%	-1	-0.2%	5
26	CC(C)C[C@@H](CC#N)N1CCN(CCc2ccccc2)CCC1=O	-7%	·	4%	-6%	0%	-3%	?	16%	-6	0.5%	-1
27	CC1CCC(C(C)C)C(OCC(O)CNC(C)c2ccccc2)C1 (stereo not drawn)	5%	1%	?	0%	4%	-74%[inhibitor]	?	-2%	1	-0.1%	-1
28	O=S1(=O)c2ccccc2N=NN1Cc1ccc(Cl)cc1	-2%	1%	6%	5%	0%	-2%	?	2%	-14	0.0%	-2
29	CCCn1cc(S(=O)(=O)c2ccc(C)cc2)c(=O)c2cc(OCC)ccc21	-5%	-4%	0%	-2%	·	0%	·	-1%	28	-1.3%	·
30	OCCc1ccccc1	-2%	·	·	·	·	·	-13%	1%	-6	·	1
31	CCc1cc(=O)oc2cc(C)cc(OC(C)C(=O)NCc3cccnc3)c12 (stereo not drawn)	0%	8%	-2%	-2%	-8%[0.46 µM]	7%	-8%	0%	-22	-0.1%	5
32	CC(=O)NCCNc1nc2c(-c3cccc(C(F)(F)F)c3)nnn2c2ccccc12	-5%	-1%	?	0%	·	-5%	24%	·	-10	-0.2%	1
33	CC(C)c1nnc(NC(=O)CCC(=O)N2CCN(Cc3ccc(F)cc3)CC2)s1	0%	0%	-2%	-3%	·	2%	·	3%	-13	-0.1%	·
34	CC1=C(C(=O)OC2CCCCC2)C(c2ccccc2F)NC(=O)N1 (stereo not drawn)	-1%	1%	-1%	0%	·	-6%	-23%	2%	4	-1.3%	0
35	O=C(NNC(=S)Nc1ccc(Cl)cc1)c1ccccc1OC(F)F	0%	1%	0%	-2%	-4%	8%	25%	-3%	-12	3.4%	-1
36	Cc1ccccc1OCCC(=O)NCCc1ccc(S(N)(=O)=O)cc1	-1%	0%	1%	1%	0%	2%	-9%	4%	4	-1.1%	-1
37	CO/N=C/c1c(-c2ccccc2)nn(C)c1Cl	-3%	-1%	?	-8%	1%	3%	8%	4%	1	-0.1%	0
38	COc1ccc(N2C(=O)CCC(C(=O)N3CCCCC3)C2c2ccc(F)cc2)cc1 (stereo not drawn)	-2%	0%	-1%	-1%	-3%	-16%	0%	0%	-11	0.2%	3
39	O=C(Nc1cccc(-n2cnnn2)c1)c1ccc(OC(F)(F)F)cc1	-5%	0%	?	-6%	-8%	28%	27%	-4%	7	0.1%	-2
40	C=CCn1c(=N)n(CC(=O)OC)c2ccccc21	-7%	1%	5%	5%	-8%	-1%	-3%	1%	3	0.2%	4
41	CCOc1ccccc1N1CCN(CC(=O)Nc2cc(C)on2)CC1	-2%	-1%	-3%	-4%	-8%	0%	-12%	-1%	-22	-0.3%	-1
42	CCc1cccc(CC)c1NC(=S)N1CCn2cccc2C1c1ccncc1 (stereo not drawn)	-1%	0%	20%	1%	5%	0%	0%	2%	-9	-0.3%	1
43	COc1ccccc1CNC(=O)Cn1nnc(-c2ccncc2)n1	6%	-2%	4%	-7%	2%	-2%	2%	10%	-4	0.2%	6
44	CN1CCN(C(=O)Nc2ccccc2)CC1	0%	-3%	5%	-4%	-2%	20%	1%	10%	20	-0.1%	2
45	CCOc1ccc(S(=O)(=O)N(C)c2ccc(OCC(=O)NCCc3ccc(OC)cc3)cc2)cc1	0%	-2%	-1%	-3%	0%	-1%	·	-4%	-11	-0.2%	0
46	COc1ccc(S(=O)(=O)N2CCC(CN3C(=O)c4cccc5cccc(c45)C3=O)CC2)cc1	2%	0%	-10%	-1%	-6%	?	2%	-2%	5	0.4%	3
47	Cc1ccc(N2CC(C(=O)NCCCn3ccnc3)CC2=O)cc1 (stereo not drawn)	-2%	-5%	?	-2%	-2%	30%[7.66 µM]	13%	4%	-18	-0.6%	0
48	CCCn1c(SCC(=O)NC2CCCC2)nnc1-c1cccnc1	-5%	9%	1%	0%	6%	-8%	5%	0%	-11	-0.1%	0
49	Cc1ccc(-c2csc(/C(C#N)=C/Nc3ccccc3SC(F)(F)F)n2)cc1	-2%	0%	-10%	-1%	-17%	-3%	13%	-20%	3	0.3%	0
50	CCn1c(SCC(=O)NC2CC2)nnc1-c1ccccn1	1%	4%	-2%	1%	0%	0%	·	4%	-1	-0.8%	·

# Assay outcomes from PubChem.
